# Screening results from PubChem.
# Vif-A3F inh = qHTS for Inhibitors of Vif-A3F Interactions: qHTS. AID 602313, 2012. hit rate 0.2% among 390,000. HeLa A3F-eYFP + Vif (tagged APOBEC3F with the HIV-1 protein that degrades it), YFP fluorescence increase. Potency, µM (doses to about 46.1 µM), for inactives: at the highest dose activity, negative = active; also: potency is read from the fitted curve at half-maximal effect; % of control where 0% means no effect; nearly all actives have a fitted effect of over 65% in size
#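 Fluorescence increase (Ex 488/Em 500-530) after overnight compound treatment at 37 deg C flags inhibition of Vif-driven A3F-eYFP loss in stable HeLa A3F-eYFP/Vif cells seeded overnight beforehand.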
# D1 agonist = Allosteric Agonists of the Human D1 Dopamine Receptor: qHTS; activation, % at 2 µM; hit rate 1% among 360,000; D(1A) dopamine receptor (Homo sapiens), P21728; HEK293 T-REx D1 cells, calcium flux, agonist mode; in the data active = activation above about 30%; also: 0% is about no effect
#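 Tetracycline-induced HEK293 TREx D1 cells, force-coupled to calcium signalling, were dye-loaded with a no-wash calcium kit. Compound was pin-added after a 10 s baseline. Fluorescence was read kinetically at 1 cycle/s for 180 s, with calcium rises flagged as agonism.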
# D1 potentiator = Potentiators of Human D1 Dopamine Receptor: qHTS | potentiation, % at 10 µM | HEK293 TREx D1 cells, calcium flux, dopamine EC20 potentiation | D(1A) dopamine receptor (Homo sapiens), P21728 | hit rate 0.036% among 360,000; in the data active = potentiation above about 30%; also: 0% is about no effect
# D1 antag = Antagonist of Human D 1 Dopamine Receptor: qHTS. activity change, negative = inhibition, % at 10 µM. D(1A) dopamine receptor (Homo sapiens), P21728. HEK293 TREx D1 cells, calcium flux, dopamine EC80; stronger effect = lower value. hit rate 3.2% among 360,000; in the data active = activity change below about -30%; also: % is scaled to controls: 0 for no effect and ±100 for the full control effect
#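 Allosteric or orthosteric antagonism assessed as attenuation of the calcium response to EC80 dopamine, added 180 s after compound, in induced HEK293 Trex D1 cells loaded with no-wash calcium dye.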
# RXFP1 antag = qHTS Assay for Antagonists of the Relaxin Receptor RXFP1; Relaxin receptor 1 (Homo sapiens), Q9HBX9; HEK293-RXFP1, relaxin-stimulated cAMP HTRF, 30 min; stronger effect = lower value; activity change, negative = inhibition, % at 57.5 µM; hit rate 0.59% among 350,000; AID 1259400, 2018;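 active = activity change of -60% or lower, but not beyond a set lower limit; inconclusive = change between -60% and -40%, or beyond the set limit; inactive = change above -40%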; also: % is scaled to controls: 0 for no effect and ±100 for the full control effect
# Vif-APOBEC3G blk = qHTS for Inhibitors of Vif-A3G Interactions: qHTS. DNA dC->dU-editing enzyme APOBEC-3G (Homo sapiens), Q9HC16. HeLa A3G-eYFP + Vif (tagged APOBEC3G with the HIV-1 protein that degrades it), YFP fluorescence, overnight. Potency, µM (doses to about 46.1 µM), without a hit: at the highest dose activity, negative = active, usual class: inhibitors. hit rate 0.076% among 410,000. AID 602310, 2012;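 also: potency is read from the fitted curve at half-maximal effect; % is scaled to controls: 0 for no effect and ±100 for the full control effect; nearly all actives have a fitted effect of over 60% in size; hits raise eYFP signal because A3G escapes Vif-driven loss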
# Target sequence (Q9HC16 whole entry, looked up): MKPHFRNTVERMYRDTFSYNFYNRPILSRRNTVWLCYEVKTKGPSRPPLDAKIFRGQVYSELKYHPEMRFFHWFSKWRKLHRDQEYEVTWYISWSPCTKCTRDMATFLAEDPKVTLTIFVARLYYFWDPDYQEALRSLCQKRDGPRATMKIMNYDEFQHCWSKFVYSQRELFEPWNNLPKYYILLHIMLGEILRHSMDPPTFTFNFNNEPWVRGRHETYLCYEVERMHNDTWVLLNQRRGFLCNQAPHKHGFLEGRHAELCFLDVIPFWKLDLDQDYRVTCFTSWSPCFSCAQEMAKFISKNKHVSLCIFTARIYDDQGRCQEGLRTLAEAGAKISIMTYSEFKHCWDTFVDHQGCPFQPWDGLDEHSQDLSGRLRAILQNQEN
#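 Read-out is eYFP fluorescence (Ex 488/Em 500-530) from Vif-expressing HeLa A3G-eYFP cells; more signal means A3G escaped Vif-mediated degradation. Cells plated overnight, compound pinned in, incubated overnight at 37 deg C.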
# Glioma ERSR ind = qHTS for Inducers of the Endoplasmic Reticulum Stress Response (ERSR) in Human Glioma: qHTS. U87-MG GRP78 promoter luciferase reporter, 16 h. AID 602332, 2012. Potency, µM, for inactives: at the top dose activation, actives largely listed as activators. hit rate 0.02% among 420,000; also: potency is read from the fitted curve at half-maximal effect; series mostly up to about 76 µM; % of control where 0% means no effect; nearly all actives have a fitted effect of over 35% in size
#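 ERSR induction read as luciferase luminescence (Bright-Glo, 10 min at room temperature) in stably transfected human U87-MG glioma cells exposed to compounds for 16 h, using GRP78 as sensor.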
# D2 PAM = HTS Assay for Positive Allosteric Modulators of the Human D2 Dopamine Receptor: Primary Screen for Potentiators. D(2) dopamine receptor (Homo sapiens), P14416. HEK293 T-REx D2, calcium flux, EC20 dopamine potentiation. potentiation, % at 10 µM. hit rate 0.34% among 340,000. AID 485347, 2010;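 active = potentiation over 3 SD above the plate norm, cut at about 30% in these data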; also: 0% is about no effect
# Target sequence (P14416 whole entry, looked up): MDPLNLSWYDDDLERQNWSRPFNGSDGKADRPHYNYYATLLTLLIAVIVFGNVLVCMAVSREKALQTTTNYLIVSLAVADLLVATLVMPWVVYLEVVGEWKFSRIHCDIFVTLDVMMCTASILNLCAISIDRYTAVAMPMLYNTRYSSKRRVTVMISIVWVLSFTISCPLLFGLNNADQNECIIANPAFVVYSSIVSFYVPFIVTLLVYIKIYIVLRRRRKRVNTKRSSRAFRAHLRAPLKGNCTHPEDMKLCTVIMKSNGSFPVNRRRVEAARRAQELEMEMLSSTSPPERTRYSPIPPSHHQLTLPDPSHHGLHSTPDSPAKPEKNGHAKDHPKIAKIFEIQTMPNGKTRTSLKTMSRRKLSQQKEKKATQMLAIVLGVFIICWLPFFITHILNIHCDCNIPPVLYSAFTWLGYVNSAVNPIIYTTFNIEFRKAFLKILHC
#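 Tetracycline-induced HEK293 T-REx cells force-coupled to calcium signalling expressed D2; compounds were pin-added after a 10 s baseline, read kinetically 180 s, then an EC20 dopamine challenge followed with a further 180 s calcium read.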
# RXFP1 agonist = qHTS Assay for Agonists of the Relaxin Receptor RXFP1 | HEK293T-RXFP1 cAMP TR-FRET, 30 min; response scale: percent of porcine relaxin response, buffer zero | Potency, µM (top dose mostly 57.5 µM), without a hit: top-dose activation, most hits filed as activators | hit rate 0.3% among 370,000 | AID 2676, 2010; also: potency is read from the fitted curve at half-maximal effect; % is scaled to controls: 0 for no effect and ±100 for the full control effect; nearly all actives have a fitted effect of over 60% in size; many of its hits are not listed in these tables
#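 Agonist response is measured as cAMP accumulation in an RXFP1-transfected HEK293T line under PDE4 inhibition. Values are scaled between buffer-only and 29 nM porcine relaxin, and EC50s come from standard Hill equation fits.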
# An asterisk follows results filed as active; ? = inconclusive; nt = not tested or not shown; & = joins results of further samples. Unless noted, calls follow the shape of the dose curve; as a rule, active = well fitted curve in the direction sought with a large enough effect; inconclusive = small, poorly fitted or top-dose-only effect, or another doubt; inactive = no such curve, though single readings can be large; an effect the other way counts as inactive or inconclusive. Some of the compounds tested. The share of hits here may be higher or lower than overall.
SMILES,Vif-A3F inh,D1 agonist,D1 potentiator,D1 antag,RXFP1 antag,Vif-APOBEC3G blk,Glioma ERSR ind,D2 PAM,RXFP1 agonist
COc1cccc(CNC(=O)c2cnc(N3CCCC3)nc2C)c1,nt,3,-1,-5,-8,nt,nt,0,-1.9%
CCC(Oc1ccccc1)C(=O)N(CC)CC(=O)NCc1ccc(F)cc1 (configuration not stated),-3%,2,-3,5,-9,0%,-4%,3,1.1%
O=C(c1cc(-c2cccc(Cl)c2)on1)N1CCCCCC1,-5%,0,-2,0,-11,-1%,3%,-2,0.1%
COC(=O)c1c(-c2ccc(Br)cc2)noc1N,0%,0,-3,-8,4,-11%,-6%,11,0.2%
S=c1[nH]nc(CCCc2n[nH]c(=S)o2)o1,-21%,2,2,3,-4,2%,-2%,7,1.1%
O=C(O)CSc1cccc2cccnc12,?,0&4,4&-7,0&-1,-1,0%&-1%,-4%&-4%,-9&-6,1.8%&4.9%
COc1ccc(Oc2c(C(F)(F)F)oc3c(CN4CCCC(C)C4)c(O)ccc3c2=O)cc1 (configuration not stated),0%,0,-4,-9,15,2%,-1%,0,6.2%
COc1ccc(NC(=O)CC2C(=O)N(C)C(=S)N2CCc2ccc(F)cc2)cc1 (configuration not stated),8%,10,-4,1,-27,-4%,-4%,2,-0.2%
CC(C)C1=NOC(C(=O)N2CCC(N3CCC(C(=O)N4CCOCC4)CC3)CC2)C1 (configuration not stated),-7%,5,-4,9,-7,-7%,-2%,nt,0.2%
O=C1CSC(c2cccnc2)N1Cc1cccnc1 (configuration not stated),0%,4,4,-2,2,0%,-3%,-1,1.8%
C/C(=N\NC(=O)Cn1nc(C)c([N+](=O)[O-])c1C)c1ccc(O)cc1,-9%,1,-7,1,8,-4%,-2%,-4,0.4%
CCN(CC)CCCOC(=O)C(c1ccccc1)c1ccccc1,0%,5,3,-4,nt,-2%,0%,-21,-0.8%
O/N=C/c1cn(-c2ccccc2)nc1-c1cccnc1,-20%,2,-1,-10,-19,-1%,-5%,-1,0.8%
CN(C)S(=O)(=O)c1cccc(NC(=S)N/N=C/c2cccc(O)c2)c1,2%,1,-8,4,-18,0%,3%,0,1.3%
COc1ccc(CCn2c(=N)c(C(=O)NCc3ccco3)cc3c(=O)n4ccccc4nc32)cc1,?,0,-7,-3,-28,1%,-2%,-2,0.5%
O=S(=O)(NCc1csc(-c2cccs2)n1)c1cccc(C(F)(F)F)c1,1%,4,1,-10,1,-9%,-6%,-7,8.8%
O=C(c1cccc(C(F)(F)F)c1)N1CCN(c2cc(=O)[nH]nc2-c2ccccc2)CC1,-7%,2,-2,-3,3,-5%,-4%,-8,-2.1%
CCOCCCNS(=O)(=O)c1ccc2c(c1)oc(=O)n2CC(=O)OCC,-2%,-1,-2,13,-19,2%,-6%,7,0.3%
CCOC(=O)C(C)NC(=O)c1c2c(nc3ccccc13)C(=O)N(C1CCCCC1)C2 (configuration not stated),-6%,0,0,5,-33,1%,-2%,-10,-0.8%
CCOC(=O)Cn1cncc1-c1ccc([N+](=O)[O-])cc1,-15%,7,2,-2,-3,1%,6%,2,-3.5%
Cn1c(=O)c(Sc2ccc(Cl)cc2)c(O)c2ccccc21,-3%,2,-3,2,8,-2%,-4%,2,14%
CCN(CC(=O)Nc1cccc(S(N)(=O)=O)c1)Cc1nc2ccccc2c(=O)[nH]1,-15%,1,2,17,-16,-2%,2%,-6,0.6%
Cc1nn(-c2nc(-c3ccc(F)cc3)cc(C(F)(F)F)n2)c(C)c1Br,0%,3,3,4,-21,-3%,-2%,12,1.7%
COc1ccc(S(=O)(=O)N2CCN(Cc3cccc([N+](=O)[O-])c3)CC2)cc1,0%,nt,nt,nt,-5,0%,-3%,nt,nt
Cc1ccc(S(=O)(=O)N2CCC(C(=O)NCC3CC3)CC2)cc1,1%,-4,-1,9,17,-1%,-2%,-1,-4.6%
N/C(=N\OC(=O)c1cccc([N+](=O)[O-])c1)c1cccnc1,12%,3,-5,4,-1,-1%,2%,3,1.9%
NC(=O)c1nn2c(C(F)(F)F)cc(-c3ccccc3)nc2c1Br,4%,-1,-5,5,3,0%,1%,17,3.0%
O=C(/C=C\c1ccco1)Nc1nc(-c2ccccc2)cs1,-5%,5,-9,0,-12,-10%,7%,5,4.3%
Cc1cc(C)c(C(=O)NNC(=O)c2cccnc2)c(C)c1,3%,1,5,11,-4,1%,-1%,-14,8.2%
O=S(=O)(N=S(N1CCCCC1)N1CCCCC1)c1ccccc1,2%,2,-4,-6,8,2%,-5%,-26,1.2%
C=CCn1c(SCC(=O)N(C)C)nc2cc(C(=O)O)ccc2c1=O,1%,2,-9,-3,-5,10%,-4%,2,2.8%
Cc1nn(CC(=O)N2CCCCC2)c(=O)c2nn(-c3ccccc3)c(C)c12,-5%,4,-6,0,-2,1%,-4%,-12,1.8%
Cc1ccc(-c2csc(NC(=O)COc3ccc(N(C)S(=O)(=O)c4ccc(C)cc4)cc3)n2)cc1,-12%,5,1,5,4,0%,-4%,4,-0.4%
CCN(CC)CCNC(=O)c1ccc(-n2c(-c3ccccc3)cc3c2CCCC3)cc1,-19%,2,-2,-13,-8,?,-2%,2,0.4%
COc1cc(NC(=O)c2cc3nc(-c4ccccc4)cc(-c4ccccc4)n3n2)cc(OC)c1OC,-13%,1,-7,-4,4,0%,-5%,6,2.0%
O=C(Nc1ccncc1)c1c(F)c(F)c(F)c(F)c1F,-6%,2,-7,9,-15,-15%,-3%,14,-1.0%
c1ccc(CCCCN2C(Nc3ccccc3)=NC[C@@H]2Cc2ccccc2)cc1,-1%,45*,-10,9,nt,8%,-6%,-24,1.6%
Cc1ccc(OCC(=O)Nc2ccccc2F)cc1C,1%,2,0,-11,13,-7%,-1%,4,-0.9%
CCOc1ccc(CNC(=O)c2ccc(NC(=O)N3CCSc4ncccc43)cc2)cc1OC,-6%,0,-3,-7,-20,-2%,1%,-4,0.8%
COc1cc(Cl)c(NC(=O)c2cc3ccccn3n2)c(OC)c1,-4%,1,8,-10,-3,-4%,0%,0,0.0%
COc1ccc(N(CC(=O)N2CCN(c3ccc(Cl)cc3)CC2)S(=O)(=O)c2c(C)noc2C)cc1,-6%,0,-3,5,?,4%,-4%,4,-2.3%
CCOC(=O)c1ccc(N(C(=O)CNC(=O)c2ccco2)C(C(=O)NCC2CCCO2)c2ccc(OC)c(OC)c2)cc1 (configuration not stated),-29%,-1,-1,-5,3,-4%,0%,5,-1.6%
CCOc1ccc(S(=O)(=O)NCC2CCCO2)c2cccnc12 (configuration not stated),-4%,1,-1,4,1,3%,-3%,-23,2.9%
CCCCCCNC(=O)O[C@H]1CN(C(=O)OC(C)C)N(C(=O)OC(C)C)[C@@H]2CN(S(=O)(=O)c3ccc(C)cc3)C[C@]12O,?,nt,nt,nt,4,-7%,-1%,nt,nt
CN(C)c1nc(SCC#N)nc(N2CCOCC2)n1,-10%,1,6,12,-3,-7%,-3%,17,-0.9%
O=c1c2ccccc2n2c(-c3cccc(Cl)c3)nnc2n1Cc1ccccc1,-8%,2,7,-3,-7,0%,-4%,27,0.4%
CN1C(C(=O)NCc2ccc(OC(F)(F)F)cc2)CC2Cn3c(nc4cc(Cl)c(Cl)cc43)C21 (configuration not stated),2%,8,-6,-16,nt,1%,-2%,-3,1.2%
FC(F)(F)c1nc(N2CCCC2)ncc1-c1nnnn1-c1ccc(Cl)cc1,-6%,6,1,18,-14,0%,-6%,7,-1.7%
Cc1ccc(Cn2c(C(=O)NCCCN3CCOCC3)cc3sccc32)cc1,-7%,2,-7,-15,-19,3%,-1%,-8,0.7%
CCOc1ccc(-c2nnn(CC(=O)c3ccc4c(c3)OCCO4)n2)cc1OCC,-7%,8,-1,-6,-25,-1%,2%,1,5.6%
CCN1CCC(N(Cc2ccc(F)cc2)C(=O)Nc2cc(Cl)ccc2C(=O)OC)CC1,-11%,2,-1,14,-24,-6%,-3%,2,3.2%
COc1ccc(NC(=S)N(CCCN2CCCCCC2)Cc2cccs2)cc1,-3%,2,-7,-11,-24,1%,0%,-16,2.4%
O=S(=O)(NC1=NCCCCC1)c1ccc(Cl)cc1Cl,2%,2,-4,10,2,-1%,-3%,3,-2.0%
CN(C(=O)/C=C/c1ccc(F)cc1)C1CCCCC1,1%,nt,nt,nt,-9,0%,-8%,nt,nt
Cc1ccc(-c2ccc(CN3C(C)C(=O)N(Cc4cn(CCC5OCCO5)nn4)CCS3(=O)=O)cc2)cc1 (configuration not stated),-1%,nt,nt,nt,1,-1%,0%,nt,nt
CCOc1ccccc1OCCN1CCC(Cc2ccccc2)CC1,0%,28,-16,-22,-3,-4%,-2%,-18,-0.3%
CCOCCCNC(=S)N1CCC(C(=O)c2ccc3c(c2)OCCO3)CC1,5%,10,2,10,2,2%,-1%,8,-1.1%
C=CCn1cccc(C(=O)Nc2ccc(N(C)C)cc2)c1=O,-13%,1,-1,-2,2,-12%,-2%,-7,-0.3%
COc1ccc(NC(=O)CN(c2ccc(OC)cc2)S(=O)(=O)c2c(C)nn(C)c2C)cc1,0%,0,8,-2,0,6%,-3%,4,-3.3%
Cc1cc(SCNC(=O)c2ccccc2)nc(C(C)C)n1,6%,3,-3,0,nt,1%,0%,2,2.6%
